Screens: PubChem, The Scripps Research Institute Molecular Screening Center
CHRM4 antagonist – human M4 muscarinic receptor antagonists, primary screen, CHO cells, Fluo-8 calcium fluorescence; Muscarinic acetylcholine receptor M4 (Homo sapiens), P08173; CHO-hM4 cells, ACh EC80; inhibition, % at 3 µM; 360,000 compounds, 0.73% hits;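 active = inhibition above its plate's cutoff, the mean inhibition of sample wells plus 3 SD, cut at about 27% in these data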;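 also: 0% = acetylcholine EC80 with DMSO and 100% = DMSO without agonist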
Target sequence (P08173 whole entry, looked up): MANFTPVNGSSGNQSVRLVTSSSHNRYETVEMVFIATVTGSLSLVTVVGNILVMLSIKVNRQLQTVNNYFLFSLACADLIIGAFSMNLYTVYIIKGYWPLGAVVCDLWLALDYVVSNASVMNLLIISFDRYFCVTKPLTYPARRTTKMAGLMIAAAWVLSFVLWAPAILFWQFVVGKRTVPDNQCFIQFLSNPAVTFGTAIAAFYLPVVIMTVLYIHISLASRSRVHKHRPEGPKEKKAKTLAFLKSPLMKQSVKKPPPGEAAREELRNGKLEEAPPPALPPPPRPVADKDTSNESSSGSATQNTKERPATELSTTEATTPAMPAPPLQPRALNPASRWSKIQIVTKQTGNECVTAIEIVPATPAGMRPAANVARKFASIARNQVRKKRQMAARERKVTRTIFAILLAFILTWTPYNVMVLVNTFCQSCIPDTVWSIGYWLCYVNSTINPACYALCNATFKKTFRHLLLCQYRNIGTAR
CHO parental Ca – ATP-evoked calcium signal inhibitors, parental CHO, primary screen, counter-screen for OX1R antagonist project, cell-based, fluorescence, Fluo-8 calcium dye. 330,000 compounds, 0.63% hits. parental CHO-K1, ATP-induced calcium, Fluo-8 fluorescence. inhibition, % at 5.6 µM;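 active = inhibition above that plate's mean sample inhibition plus 3 SD, cut at about 26% in these data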;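 also: 0% = ATP-challenged DMSO wells and 100% = DMSO wells without ATP; some compounds past the cut are filed as inactive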
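Assay system: untransfected parental CHO cell line. Also added: ATP agonist challenge. Dosing: one dose, 5.6 µM nominal. Measured by: Fluo-8 fluorescence. Read-out: % inhibition. Benchmarks: ATP wells versus no-ATP DMSO wells. Repeats: no replicates.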
CHO-K1 Ca antag – M1 antagonist counterscreen hit in parental CHO-K1 cells; AID 602250; ATP-induced calcium, Fluo-8 fluorescence; inhibition, % at 3 µM; 360,000 compounds, 0.6% hits;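 active = inhibition above a per-plate cutoff, the plate's mean sample inhibition plus 3 SD, cut at about 24% in these data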;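 also: 0% = DMSO plus EC80 ATP and 100% = DMSO alone without ATP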
M1 ag parental – counter-screen for M1 agonists: effect in parental CHO-K1 cells. Fluo-8 calcium fluorescence; scaled to maximal ATP response, vehicle zero. activation, % at 3 µM. 360,000 compounds, 0.48% hits; in the data active = activation above about 15%;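 also: untransfected CHO-K1 host cells lacking M1 receptor as counterscreen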
CHRM1 agonist – human M1 muscarinic receptor agonists, primary screen, Fluo-8 calcium fluorescence, CHO-K1 cells, HTS; AID 588814, 2011; activation, % at 3 µM; CHO-K1 hM1, agonist mode; 0% DMSO, 100% acetylcholine EC100; Muscarinic acetylcholine receptor M1 (Homo sapiens), P11229; 360,000 compounds, 0.33% hits;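 active = activation above the run's mean compound activation plus 3 SD, cut at about 16% in these data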;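 also: peak over basal fluorescence ratio within a 140 s kinetic read after compound addition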
Target sequence (P11229 whole entry, looked up): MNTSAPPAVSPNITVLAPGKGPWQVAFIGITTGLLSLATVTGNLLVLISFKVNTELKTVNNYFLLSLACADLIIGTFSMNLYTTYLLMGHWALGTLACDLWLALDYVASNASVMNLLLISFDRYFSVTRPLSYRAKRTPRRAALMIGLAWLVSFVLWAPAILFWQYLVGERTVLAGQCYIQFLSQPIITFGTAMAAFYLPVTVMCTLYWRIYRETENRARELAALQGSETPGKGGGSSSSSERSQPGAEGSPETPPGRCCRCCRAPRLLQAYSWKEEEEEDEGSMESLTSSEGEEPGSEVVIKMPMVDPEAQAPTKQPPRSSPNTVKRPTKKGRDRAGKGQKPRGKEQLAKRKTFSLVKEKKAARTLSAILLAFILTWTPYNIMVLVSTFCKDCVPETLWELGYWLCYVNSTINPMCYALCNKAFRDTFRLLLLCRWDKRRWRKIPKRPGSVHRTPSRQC
OXTR potentiator – human OXTR potentiators, primary screen, fluorescence, CHO-OTR cells, Fluo-8 calcium. Fluo-8 calcium fluorescence, potentiator mode; 0% = oxytocin EC15, 100% = EC100. AID 2445, 2010. 320,000 compounds, 0.061% hits. activation, % at 3 µM. Oxytocin receptor (Homo sapiens), P30559;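 active = activation above that plate's cutoff, the mean activation of tested compounds plus 3 SD, cut at about 6.6% in these data, passing the limit was not always enough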;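 also: 100% uses oxytocin at 75 nM as the full agonist control; some results filed as inactive read as strong as hits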
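System: human OTR in CHO cells / Also added: sub-maximal oxytocin, roughly EC15 / Control set: EC15 oxytocin low, 75 nM oxytocin high / Schedule: 6 min compound pre-incubation at room temperature, 100 s kinetic read / Compound: single-point 3.0 µM / Replication: singlicate / Technique: Fluo-8 calcium dye fluorescence / Read-out basis: % activation of max/min ratio relative to oxytocin controls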
CHRM1 PAM – human M1 muscarinic receptor positive allosteric modulators, primary screen, CHO-K1 cells, Fluo-8 calcium fluorescence, 1536-well | activation, % at 3 µM | CHO-K1 hM1, ACh EC20; 0% = ACh EC20, 100% = maximal ACh | AID 588819, 2011 | 360,000 compounds, 0.088% hits | Muscarinic acetylcholine receptor M1 (Homo sapiens), P11229; in the data active = activation above about 19%, passing the limit was not always enough
M4 ag – human M4 muscarinic receptor agonists, primary screen, CHO-K1 cells, Fluo-8 calcium fluorescence; Muscarinic acetylcholine receptor M4 (Homo sapiens), P08173; CHO-K1 hM4/Gqi5; vehicle 0%, full acetylcholine response 100%; activation, % at 3 µM; 360,000 compounds, 0.14% hits; AID 624127, 2012;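 active = activation above the run mean over all test wells plus 3 SD, cut at about 32% in these data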;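 also: peak over basal fluorescence ratio per well then scaled between controls; 0% = DMSO wells and 100% = acetylcholine at EC100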
CHRM1 antagonist – human M1 muscarinic receptor antagonists, primary screen, CHO-K1 cells, Fluo-8 calcium fluorescence, 1536-well; CHO-K1 hM1, ACh EC80 antagonist; inhibition, % at 3 µM; 360,000 compounds, 1.3% hits;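 active = percent inhibition above its own plate's cutoff, namely the mean of that plate's compound wells plus 3 SD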;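 also: peak over basal fluorescence ratio during 140 s after agonist addition; 0% = ACh EC80 plus DMSO and 100% = DMSO alone without agonist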
Numbers without * were called inactive; / = no result given.

SMILES	CHRM4 antagonist	CHO parental Ca	CHO-K1 Ca antag	M1 ag parental	CHRM1 agonist	OXTR potentiator	CHRM1 PAM	M4 ag	CHRM1 antagonist
Cc1cccc(N=C/C(C(=O)C(F)(F)F)=C(\O)c2ccco2)c1	7.2	-3.3	10.7	0.7	-5.7	0.5	-4.3	1.2	10.2
O=P(OC1CCCCC1)(OC1CCCCC1)C(Nc1ccccc1)c1cccnc1 (stereo not drawn)	12.3	-19.2	0.8	4.3	-0.6	-11.9	-7.8	19.5	23.9
CCn1c(SC)nnc1-c1ccc(S(=O)(=O)N2CCCCC2)cc1	6.2	-7.5	7.8	1.7	-13.8	-5.0	8.0	6.4	1.6
CCC(=O)N1CCN=C1SCc1c(F)cccc1Cl	7.0	-8.9	-5.3	0.3	-0.7	2.3	1.4	0.3	7.1
CCNS(=O)(=O)c1ccc(NS(=O)(=O)c2cc(C)ccc2C)cc1	1.2	-1.1	1.6	0.5	-3.6	-7.0	-3.0	1.7	-9.5
CCc1c2ccccc2nn1-c1ccccc1C(=O)C(C)=O	6.9	-4.8	-6.0	0.2	-3.5	-2.9	4.4	0.3	-12.7
COc1ccc(C2c3ccc(O)cc3Oc3ncn(CCCO)c(=N)c32)cc1OC (stereo not drawn)	-3.9	-5.7	0.8	1.6	-0.8	0.1	-0.1	2.2	-0.7
Cc1cccc(N2CCN(C(=O)n3ccnc3)CC2)c1C	2.5	-6.0	-12.0	1.1	-2.7	-10.1	10.1	0.8	-11.8
N#CC1=C(N)C(C#N)(C#N)C(c2cccnc2)C2COCC=C12 (stereo not drawn)	-0.7	-18.3	-5.6	0.1	-2.4	-9.1	8.8	2.1	-12.2
Cc1nc2nc(COc3ccccc3)nn2c(C)c1Cl	6.2	-21.0	6.4	0.1	-6.1	-9.9	6.2	0.9	-18.4
CCCCCCCCCCC[C@@H](C[C@@H]1OC(=O)[C@H]1CCCCCC)OC(=O)[C@H](CC(C)C)NC=O	3.6	-0.2	-8.5	1.0	-0.8	-3.4	0.3	1.4	-5.3
COC(=O)c1cc(C(=O)OCC(=O)NC2CCS(=O)(=O)C2)cc([N+](=O)[O-])c1 (stereo not drawn)	0.6	-11.6	-13.7	0.8	-7.4	-3.3	5.5	0.9	-6.3
O=C1CCC(/C=C/c2ccccc2)=NN1Cc1ccccc1Cl	-7.1	-19.5	-5.5	-0.1	-3.9	-4.2	7.7	0.9	-16.9
COc1ccc(OCCNC(=O)c2ccc3nc(C)c(N(C)Cc4ccc(NC(C)=O)cc4)n3c2)cc1	-10.0	/	10.4	0.6	-1.0	/	9.8	6.1	-4.7
NC(=O)C1CC(=O)N(c2ccc(OCc3ccc(Cl)cc3Cl)cc2)C1 (stereo not drawn)	12.9	0.1	-3.8	2.3	-5.3	-8.2	-2.4	5.2	2.6
COc1ccc(Cc2nc3ccc(C(=O)NCc4cccc(C)n4)cc3o2)cc1OC	-14.3	/	-4.6	0.8	-1.8	/	5.1	2.0	-18.4
CCCCNc1nnc(SCC(=O)N2CCN(S(=O)(=O)c3ccc4ccccc4c3)CC2)s1	-6.2	-17.8	-11.4	0.2	-3.6	-7.8	0.6	2.7	0.1
CC(=O)c1sc(-c2ccccc2)cc1N	6.9	-31.0	-7.1	1.2	-1.6	0.5	12.0	0.1	-3.1
CCOC(=O)c1c(NC(=O)c2ccc(S(=O)(=O)N3CCOCC3)cc2)sc2c1CCN(C)C2	-18.4	-11.8	-25.7	0.3	-13.7	-11.6	2.9	2.5	-1.5
Cc1cc(NC(=O)CC(C)C)c(=O)n(Cc2ccccc2F)c1	2.0	-19.2	0.8	0.3	-6.7	-8.7	2.6	0.6	1.8
Fc1ccc(F)c(CNc2ncnc3cc(Cl)ccc23)c1	1.4	-0.6	-1.1	10.8	-1.2	-22.4	-11.6	14.3	15.1
Cc1ccc(S(=O)(=O)/N=C(/Nc2ccc(F)cc2F)c2ccccc2)cc1	2.5	-3.0	-12.2	-0.1	-3.8	-1.8	6.7	0.8	-3.9
COC(=O)Cc1c(C)c2cc(Cl)c(OC(=O)c3ccco3)cc2oc1=O	-2.1	-12.3	1.7	4.2	-1.2	-6.2	6.5	3.6	-6.9
O=C(CSc1ccsc1[N+](=O)[O-])NCCc1ccccc1	-4.5	-5.1	-11.8	0.6	-2.6	-12.7	3.6	0.3	-3.4
Cc1ccc(CCNC(=O)CCn2ccc3cc(S(=O)(=O)N4CCCC4)ccc32)cc1	-2.0	-22.9	0.7	0.0	-4.0	-3.3	4.8	0.8	-13.6

Next part; it opens with the 2 that closed the last part.
SMILES	CHRM4 antagonist	CHO parental Ca	CHO-K1 Ca antag	M1 ag parental	CHRM1 agonist	OXTR potentiator	CHRM1 PAM	M4 ag	CHRM1 antagonist
O=C(CSc1ccsc1[N+](=O)[O-])NCCc1ccccc1	-4.5	-5.1	-11.8	0.6	-2.6	-12.7	3.6	0.3	-3.4
Cc1ccc(CCNC(=O)CCn2ccc3cc(S(=O)(=O)N4CCCC4)ccc32)cc1	-2.0	-22.9	0.7	0.0	-4.0	-3.3	4.8	0.8	-13.6
CCCCC(=O)Nc1ccc(C(=O)NNC(=O)c2ccc(C)c(Br)c2)cc1	4.1	0.0	-11.2	1.6	-5.5	2.4	9.2	0.8	-7.0
COC(=O)C(C)N(C(=O)c1ccc(Cl)cc1)c1c(C)cccc1C (stereo not drawn)	8.3	-15.9	-16.4	-0.6	-9.0	1.1	1.1	-1.9	-3.5
COc1ccc(CC2(CO)CCN(Cc3cccc4nccnc34)CC2)cc1	5.2	-9.1	-10.3	-0.1	-12.6	-2.0	-12.7	0.6	-0.5
CCOC(=O)c1cc(-c2csc(COc3ccccc3)n2)on1	12.1	7.1	3.2	2.1	-4.5	-14.3	1.1	3.3	1.4
Cc1ccc(/C=C/C(=O)Nc2cccnc2)o1	6.1	-3.1	-6.9	0.3	2.0	0.2	15.1	1.7	-9.2
COc1ccc(/C(O)=C2/C(=O)C(=O)N(CCN(C)C)C2c2ccc(C)cc2)cc1Cl (stereo not drawn)	12.9	5.9	3.9	2.3	-3.9	-13.1	3.7	0.9	-0.1
CC(C)(C)S(=O)N1Cc2ccc(CO)cc2[C@H]1CCO (stereo partly drawn)	3.8	/	-10.9	0.3	-2.9	/	4.5	1.4	-10.2
C=C(CCO)C1=CCN(S(=O)C(C)(C)C)[C@@H]1CCO (stereo partly drawn)	-12.7	/	-10.4	0.8	-1.4	/	12.4	0.5	-12.4
N#CC1=C(N)OC2=C(C(=O)CCC2)C1c1cc2c(cc1Cl)OCO2 (stereo not drawn)	-10.6	-2.2	23.7*	0.3	-7.4	-8.9	7.3	0.1	-7.5
O=C(Nc1nc2n(n1)C(c1ccc(F)cc1)CC(c1ccccc1)N2)c1ccco1 (stereo not drawn)	1.4	-19.4	-7.0	0.9	-3.1	-1.7	0.6	1.4	-7.3
O=C(Nc1ccccc1)Nc1ccccc1-n1ccnc1	-5.5	-2.3	-7.7	0.3	-5.1	-6.8	12.9	1.4	-7.8
COCCNC(=O)c1cc2nc(-c3ccc(F)cc3)cc(C(F)(F)F)n2n1	1.7	0.7	-10.3	-0.2	-4.7	-15.8	6.6	0.9	-7.0
O=S(=O)(NCC(c1cccnc1)N1CCN(c2ccc(F)cc2)CC1)c1ccc(F)cc1 (stereo not drawn)	-7.4	-1.5	-8.1	0.8	-6.5	0.0	2.8	1.3	-5.0
Cc1ccc(C(=O)N2c3ccccc3N(Cc3ccccc3)C(=O)C2(C)C)cc1	9.7	0.9	8.0	-0.6	-6.1	-8.2	-10.4	0.1	18.4
CCNC(=O)CC1C(=O)N(c2ccc(C)cc2)C(=O)N1CCc1ccc(OC)c(OC)c1 (stereo not drawn)	-5.3	-10.3	-8.5	0.2	-0.6	-0.3	6.3	0.8	-1.5
C[C@@H]1CN([C@H](C)CO)C(=O)CCCn2cc(nn2)CO[C@H]1CN(C)C(=O)OCc1ccccc1	2.5	/	-10.3	0.7	-5.7	/	10.4	0.6	-16.2
CCC1=NN(C(=O)c2cccc(Br)c2)C(O)(c2ccc(Br)cc2)C1 (stereo not drawn)	-8.3	-28.2	-6.2	1.8	-8.2	-11.4	-6.2	1.4	1.5
CN(C)CCCNc1oc(-c2ccccc2)nc1C#N	10.4	-13.4	-0.1	0.0	-4.3	-1.6	1.1	0.1	3.1
Cc1ccc2c(C)c(C(=O)N3CCN(Cc4ccc5c(c4)OCO5)CC3)oc2c1C	-7.0	-31.8	-8.8	-0.6	-4.4	-20.8	6.0	-0.3	-8.3
O=C1NNC(c2ccccc2)=N/C1=C\c1ccccc1Cl	-2.4	/	-9.8	1.0	-0.1	/	9.1	0.2	-10.9
C=CCn1c(SCC(=O)NCc2ccccc2)nnc1-c1ccccc1O	6.6	-10.6	-5.2	0.8	-7.0	-13.8	4.8	0.2	3.7
Cc1ccc(S(=O)(=O)N2CCCCC2C(=O)NCc2ccco2)cc1 (stereo not drawn)	1.3	-32.6	11.8	0.0	-3.9	-8.4	-3.5	1.0	12.0
CN(C)C(CNC(=O)c1cc(S(=O)(=O)N2CCOCC2)ccc1Cl)c1cccs1 (stereo not drawn)	1.6	/	3.6	0.6	-8.1	/	-11.6	2.0	17.9
N#Cc1ccccc1CSc1ccc(-c2nc3ccccc3[nH]2)cn1	10.3	0.1	17.3	4.3	-3.3	-10.5	-2.4	13.8	2.3
CC(C)=CCCC(C)CCO (stereo not drawn)	-33.8	-4.0	-2.5	0.7	-0.9	-5.5	8.6	1.9	-9.1
COC(=O)c1ccccc1NC(=S)NC(=O)COc1ccccc1	0.8	-30.1	-8.3	1.0	-2.8	-2.3	3.6	2.4	-11.2
O=C(OCCN1CCN(C2=NS(=O)(=O)c3ccccc32)CC1)c1cccc(Br)c1	-1.5	-15.6	-7.2	7.5	-2.2	-12.6	2.3	5.7	-5.5
CC1CCN(C(=O)CCCNC(=O)Cn2cnc3sc4c(c3c2=O)CCCC4)CC1	-13.4	-18.3	-6.4	0.5	-1.8	-7.6	7.1	0.7	0.5
C=CCN(C(=O)Nc1ccc2c(c1)nc(C)n2C)c1ccccc1	2.4	-4.3	-16.2	0.4	-6.6	5.6	3.5	1.5	-9.9
COc1ccc(NC(=S)NC(NC(=O)CCl)C(Cl)(Cl)Cl)c([N+](=O)[O-])c1 (stereo not drawn)	-1.3	-5.5	-12.7	3.6	-4.3	-14.6	11.5	6.2	-6.8
